D1 agonist: Allosteric Agonists of the Human D1 Dopamine Receptor: qHTS | 360,000 compounds, 1% hits | activation, % at 2 µM | HEK293 T-REx D1 cells, calcium flux, agonist mode; also: 0% is about no effect
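Inducible HEK293 T-REx D1 cells, force-coupled to calcium signalling, were plated at 4000 cells/well with tetracycline and held overnight at 30 C. After no-wash calcium dye loading, compound-evoked calcium rise over 180 s flagged agonists.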
D1 PAM: Potentiators of Human D1 Dopamine Receptor: qHTS; potentiation, % at 10 µM; AID 504651, 2011; 360,000 compounds, 0.036% hits; HEK293 TREx D1 cells, calcium flux, dopamine EC20 potentiation; D(1A) dopamine receptor (Homo sapiens), P21728; in the data active = potentiation above about 30%; also: 0% is about no effect
TRHR ag: qHTS for Small Molecule Agonists and Allosteric Enhancers of Human TRH Receptor: Primary Screen for Agonists | Thyrotropin-releasing hormone receptor (Homo sapiens), P34981 | TRHR cells, calcium flux fluo-8, FDSS agonist mode | activation, % at 2 µM | 360,000 compounds, 0.18% hits | AID 493084, 2011; also: 0% is about no effect
Target sequence (P34981 whole entry, looked up): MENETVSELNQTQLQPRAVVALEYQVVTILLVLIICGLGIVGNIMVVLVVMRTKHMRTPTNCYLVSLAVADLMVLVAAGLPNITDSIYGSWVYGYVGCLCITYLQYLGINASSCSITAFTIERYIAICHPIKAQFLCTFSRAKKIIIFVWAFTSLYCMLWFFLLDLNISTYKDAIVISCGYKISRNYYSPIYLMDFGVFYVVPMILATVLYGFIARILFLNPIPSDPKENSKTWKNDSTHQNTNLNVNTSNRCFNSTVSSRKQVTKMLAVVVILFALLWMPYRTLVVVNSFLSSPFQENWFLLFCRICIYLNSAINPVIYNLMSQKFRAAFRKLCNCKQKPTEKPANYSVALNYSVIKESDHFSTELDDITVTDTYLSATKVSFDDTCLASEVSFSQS
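Agonist-mode FDSS calcium read (Ex 480/Em 530, 1 s cycles) in 1536-well TRHR cells with fluo-8 dye, after 10-cycle baseline and 23 nL compound addition; TRH at EC20 (10 nM final) added afterwards for the enhancer phase.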
D2 potentiator: HTS Assay for Positive Allosteric Modulators of the Human D2 Dopamine Receptor: Primary Screen for Potentiators; potentiation, % at 10 µM; HEK293 T-REx D2, calcium flux, EC20 dopamine potentiation; 340,000 compounds, 0.34% hits; AID 485347, 2010;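 active = potentiation over 3 SD above the plate norm, cut at about 30% in these data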; also: 0% is about no effect
Target sequence (P14416 whole entry, looked up): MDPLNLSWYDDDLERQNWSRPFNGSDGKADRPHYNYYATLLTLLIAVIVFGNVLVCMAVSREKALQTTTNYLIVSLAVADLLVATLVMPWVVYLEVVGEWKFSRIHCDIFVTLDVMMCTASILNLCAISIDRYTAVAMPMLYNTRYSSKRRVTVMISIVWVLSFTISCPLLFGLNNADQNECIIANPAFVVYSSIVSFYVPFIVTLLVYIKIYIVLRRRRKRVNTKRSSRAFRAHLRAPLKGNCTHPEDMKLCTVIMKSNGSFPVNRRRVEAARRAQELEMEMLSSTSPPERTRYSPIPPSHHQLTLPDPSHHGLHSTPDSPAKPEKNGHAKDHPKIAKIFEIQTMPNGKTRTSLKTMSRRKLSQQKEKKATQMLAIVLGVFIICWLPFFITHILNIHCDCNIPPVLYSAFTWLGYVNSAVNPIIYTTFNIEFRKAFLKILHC
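Tetracycline-induced Hek293 Trex D2 cells, force-coupled to calcium, loaded with no-wash calcium dye. Compound added with 180 s kinetic read for agonism, then EC20 dopamine and a further 180 s read for potentiation.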
RXFP1 antagonist: qHTS Assay for Antagonists of the Relaxin Receptor RXFP1; 350,000 compounds, 0.59% hits; Relaxin receptor 1 (Homo sapiens), Q9HBX9; HEK293-RXFP1, relaxin-stimulated cAMP HTRF, 30 min; stronger effect = lower value; activity change, negative = inhibition, % at 57.5 µM;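 active = activity change of -60% or lower, but not beyond a set lower limit; inconclusive = change between -60% and -40%, or beyond the set limit; inactive = change above -40%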; also: % is scaled to controls: 0 for no effect and ±100 for the full control effect
D2 antagonist: HTS Assay for Allosteric Antagonists of the Human D2 Dopamine Receptor: Primary Screen for Antagonists | D(2) dopamine receptor (Homo sapiens), P14416 | HEK293 TREx D2 cells, calcium flux, dopamine EC80 | inhibition, % at 10 µM | 340,000 compounds, 2% hits | AID 485344, 2010; in the data active = inhibition above about 30%; also: 0% is about no effect
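Antagonism is scored as inhibition of an EC80 dopamine-evoked calcium signal in a force-coupled, tetracycline-inducible HEK293 T-REx D2 line, with compound present 180 s before agonist.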
D1 antagonist: Antagonist of Human D 1 Dopamine Receptor: qHTS; HEK293 TREx D1 cells, calcium flux, dopamine EC80; stronger effect = lower value; activity change, negative = inhibition, % at 10 µM; 360,000 compounds, 3.2% hits; D(1A) dopamine receptor (Homo sapiens), P21728; in the data active = activity change below about -30%; also: % is scaled to controls: 0 for no effect and ±100 for the full control effect
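Tetracycline-induced HEK293 Trex D1 cells, force-coupled to calcium, dye-loaded; compounds added and read 180 s, then EC80 dopamine added and calcium flux tracked kinetically another 180 s.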
D2 ag: HTS Assay for Allosteric Agonists of the Human D2 Dopamine Receptor: Primary Screen for Agonists; HEK293 T-REx D2 cells, calcium flux agonist mode; activation, % at 2 µM; 340,000 compounds, 0.53% hits;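 active = activation over 3 SD above normal in the single-dose calcium agonist read, cut at about 30% in these data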; also: 0% is about no effect
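Agonism is scored from calcium flux in a force-coupled, inducible HEK293 cell line expressing D2, read kinetically for 180 s after compound addition against dopamine controls.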
TRHR enhancer: qHTS for Small Molecule Agonists and Allosteric Enhancers of Human TRH Receptor: Primary Screen for Enhancers. Thyrotropin-releasing hormone receptor (Homo sapiens), P34981. TRHR cells, fluo-8 calcium fluorescence, EC20 TRH enhancement. enhancement, % at 2 µM. 360,000 compounds, 0.66% hits. AID 493056, 2011; in the data active = enhancement above about 30%; also: 0% is about no effect
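TRHR-expressing cells loaded with fluo-8 calcium dye were read kinetically (ex 480/em 530) during compound addition, then stimulated with an EC20 of TRH (10 nM final). Enhancement of the Gq-mediated intracellular calcium response was scored.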
Numbers without * were called inactive; ? = inconclusive; · = no result given. Rule as the data show it, unless noted: active = activation above about 30%; inactive = the rest.

SMILES | D1 agonist | D1 PAM | TRHR ag | D2 potentiator | RXFP1 antagonist | D2 antagonist | D1 antagonist | D2 ag | TRHR enhancer
COc1ccc(C2N(c3ccc4c(c3)OCCO4)C(=O)C2(F)F)cc1OC (configuration not stated) | 4 | 2 | -0.8 | -13 | -17 | -1 | -9 | 19 | 0
CCCOc1cccc(C(=O)Nc2ccc(-c3cc4ccccc4oc3=O)c(C)c2)c1 | 6 | -2 | 0.8 | 7 | -4 | · | -3 | 0.6 | -8
O=C(CNC(=O)C1CCCCC1)OCC(=O)c1ccc(Cl)s1 | 2 | -3 | 0.3 | 2 | -11 | -3 | 10 | 0.4 | 3
CCCCCCOc1ccc(/C=N/NC(=O)C2CC2)cc1 | 1 | 0 | 0.0 | 0 | 5 | -2 | -23 | -0.5 | 3
CCN(CC)C(=O)CSc1nc(N)c(-c2ccccc2)c(=O)[nH]1 | 2 | -1 | 0.5 | 4 | -7 | 3 | 1 | -1.6 | 3
Cc1cccc(Nc2nc3c(S(=O)(=O)c4ccccc4)nnn3c3ccccc23)c1C | 2 | 0 | 0.1 | 14 | -8 | -3 | -9 | 0.0 | 5
CCc1cc(-c2n[nH]c(=S)n2CC(C)C)cs1 | 0 | -7 | -0.1 | 0 | 32 | 3 | 4 | -0.8 | -2
O=C(COC(=O)Cc1ccccc1F)Nc1ccc2c(c1)OCCO2 | 5 | -11 | -0.2 | 4 | 0 | -21 | -27 | -1.5 | 11
CCOC(=O)NC(NC(=O)OCC)C(=O)c1ccc(F)cc1 | 2 | 2 | 0.1 | 8 | 11 | -16 | 21 | 0.7 | -4
CCOc1ccc(NC(=S)N2CCC(NC(=O)c3ccccc3)CC2)cc1 | -1 | 0 | -1.5 | -15 | -3 | -8 | 6 | 0.9 | -9
CCN1C(=O)[C@H]2[C@@H](c3ccc(-c4ccc(OC)cc4)c(OC)c3)N[C@@](C)(C(=O)OC)[C@H]2C1=O | 1 | 6 | -0.1 | 5 | · | 3 | 3 | -0.1 | 3
CCN(CC)S(=O)(=O)c1ccc2c(c1)nc(SCC(=O)N(C)C1CCS(=O)(=O)C1)n2CC (configuration not stated) | 3 | -6 | 0.2 | 5 | -6 | 4 | -12 | -0.2 | -3
Cc1ccc(C(=O)COC(=O)CNC(=O)c2cccs2)cc1C | 3 | -4 | -0.2 | -8 | -12 | 8 | -4 | 0.0 | 0
CCN(CC)S(=O)(=O)c1cccc(C(=O)OCC(=O)Nc2ccccc2OC(F)F)c1 | 8 | 4 | 0.7 | · | -15 | · | -2 | · | 0
Cn1nc(C(=O)N2CCOCC2)c2ccccc2c1=O | 2 | 0 | 0.6 | 8 | -3 | · | 8 | · | 0
CCN(CC)CCNc1nc(-c2ccc(OC(F)F)cc2)c(C)s1 | 9 | -5 | 0.0 | -7 | 0 | 25 | -24 | -0.3 | -5
COc1ccc(CCNC(=O)CNC(=O)c2ccc(Br)o2)cc1OC | 3 | 3 | -0.1 | -10 | · | 12 | 11 | -0.3 | 3
Cc1ccc(C(=O)NC(=S)NCc2ccco2)cc1 | 2 | -2 | -0.5 | 0 | -27 | 12 | -17 | 0.2 | -7
O=C(C1=C[C@H](c2ccc(Br)cc2)C[C@H](OCc2ccc(CO)cc2)O1)N1CCOCC1 | 2 | -2 | 0.4 | 4 | · | -3 | -33* | 0.0 | 4
O=C(c1ccc(CS(=O)(=O)c2ccc(Br)cc2)o1)N1CCOCC1 | 1 | 8 | -0.5 | 1 | · | -15 | -16 | -0.5 | -5

Some of the entries so far, with values under each structure:
Fields – D1 agonist, D1 PAM, TRHR ag, D2 potentiator, RXFP1 antagonist, D2 antagonist, D1 antagonist, D2 ag, TRHR enhancer
CCc1cc(-c2n[nH]c(=S)n2CC(C)C)cs1
    0, -7, -0.1, 0, 32, 3, 4, -0.8, -2
CCN1C(=O)[C@H]2[C@@H](c3ccc(-c4ccc(OC)cc4)c(OC)c3)N[C@@](C)(C(=O)OC)[C@H]2C1=O
    1, 6, -0.1, 5, ·, 3, 3, -0.1, 3
CCN(CC)C(=O)CSc1nc(N)c(-c2ccccc2)c(=O)[nH]1
    2, -1, 0.5, 4, -7, 3, 1, -1.6, 3
CCCOc1cccc(C(=O)Nc2ccc(-c3cc4ccccc4oc3=O)c(C)c2)c1
    6, -2, 0.8, 7, -4, ·, -3, 0.6, -8
CCCCCCOc1ccc(/C=N/NC(=O)C2CC2)cc1
    1, 0, 0.0, 0, 5, -2, -23, -0.5, 3
CCOC(=O)NC(NC(=O)OCC)C(=O)c1ccc(F)cc1
    2, 2, 0.1, 8, 11, -16, 21, 0.7, -4
CCN(CC)CCNc1nc(-c2ccc(OC(F)F)cc2)c(C)s1
    9, -5, 0.0, -7, 0, 25, -24, -0.3, -5

Remaining list, next part.
SMILES | D1 agonist | D1 PAM | TRHR ag | D2 potentiator | RXFP1 antagonist | D2 antagonist | D1 antagonist | D2 ag | TRHR enhancer
O=[N+]([O-])c1cccc(C(=S)N2CCN(c3ccccc3)CC2)c1 | 2 | -3 | 0.2 | -8 | -14 | 16 | -16 | 1.7 | -4
C#CCSc1nc(Cc2ccc(Cl)cc2)nc2ccccc12 | 7 | 0 | 0.6 | -2 | -8 | 15 | 6 | 0.2 | -7
O=S(=O)(Cc1ccccc1)Nc1ccccc1Br | 5 | 1 | 0.0 | -1 | 3 | 6 | 13 | 0.2 | 0
O=C(NC1CCCCC1)N1CCN(Cc2ccco2)CC1 | -1 | 4 | -0.5 | -2 | -14 | -25 | -11 | 0.6 | 4
O=C(N/N=C/c1cccnc1)C1CC1(c1ccccc1)c1ccccc1 (configuration not stated) | 2 | 2 | -0.1 | · | -22 | -8 | 35 | 0.0 | 0
COc1ccccc1CNC(=O)C1CCN(S(=O)(=O)c2c(C)noc2C)CC1 | 1 | -4 | 0.8 | -4 | 7 | 20 | -3 | 0.3 | -5
Cc1c(/C=N/NC(=O)c2ccc3c(c2)OCO3)cnn1C | 2 | -2 | 0.1 | 16 | 6 | -7 | 5 | -0.1 | 15
CC(C)C[C@H](NC(=O)C1CC(=O)N(c2ccc3c(c2)OCO3)C1)C(=O)NC1CCCC1 (some centres not stated) | 3 | -3 | 0.7 | -1 | 5 | -5 | -5 | 0.2 | -1
COc1cccc(C(=O)C[n+]2cccc3cc(OC)ccc32)c1 | 2 | -5 | -0.3 | 13 | -2 | -5 | 10 | 0.3 | 11
O=C1COc2ccc(S(=O)(=O)N3CCN(c4cccc(Cl)c4)CC3)cc2N1 | 5 | -6 | 0.0 | 11 | -7 | -1 | 1 | 0.2 | 2
CCOCC(=O)Nc1nc2ccc(OCC)cc2s1 | 13 | -1 | 0.2 | -3 | -4 | 7 | -14 | -0.5 | 1
COC(=O)CSc1nc(N)c(NC(=O)c2ccc(OC)c(OC)c2)c(=O)[nH]1 | -3 | 0 | 0.9 | 4 | 7 | 11 | -26 | 4.0 | 2
COc1ccc2nc(NC(=O)c3ccc([N+](=O)[O-])o3)sc2c1 | 1 | -8 | -0.7 | 24 | -8 | -13 | 0 | -3.4 | -5
COc1ccc(C2CC(c3cccs3)=NN2c2ccc(F)cc2)cc1OC (configuration not stated) | 3 | 2 | 0.4 | -3 | 22 | -9 | 12 | 1.4 | 7
CN(C)c1ccc(/C=N/NC(=O)COc2ccccc2)cc1 | 1 | -3 | 0.0 | 3 | -7 | 3 | -7 | 0.9 | 7
CCCSC1=NC2(CCN(C(=O)NC3CCCCC3)CC2)N=C1c1ccc(OC)cc1 | 2 | -4 | -0.6 | -4 | -22 | · | -1 | -0.6 | -13
Cc1ccccc1NC(=O)c1c([N+](=O)[O-])c(C(C)(C)C)nn1C | 6 | -6 | 0.1 | 4 | -5 | -3 | -5 | 1.7 | -3
O=C(CCCCCn1c(=S)[nH]c2ccc(N3CCOCC3)cc2c1=O)NCc1cccc(Cl)c1 | 5 | -3 | -1.0 | 39* | ? | 0 | -4 | -1.0 | 8
CCCCCNC(=O)C1CCC(Cn2c(=O)c3sccc3n(CC(=O)N3CCCC3)c2=O)CC1 (configuration not stated) | 2 | -2 | -0.2 | -14 | -7 | · | 11 | 0.1 | -2
Cc1cc(C)c(NC(=O)Cn2nnc(S(=O)(=O)c3ccc(C)c(C)c3)c2N)c(C)c1 | 2 | -1 | 2.6 | -22 | -15 | · | 3 | 1.3 | -10
Cc1cccc2sc(NC(=O)c3ccc(Cl)s3)nc12 | 2 | · | 0.1 | -12 | · | 15 | -2 | 0.3 | -1
CC(C)(C)c1ccc(C(=O)CCCSC2=C(C#N)C(c3ccco3)C3=C(CCCC3=O)N2)cc1 (configuration not stated) | 6 | -3 | -0.4 | -7 | 13 | 3 | -10 | 1.0 | 1
O=C(Cc1ccc(S(=O)(=O)N2CCCCC2)cc1)NCc1ccc(Cl)cc1 | 10 | · | -0.1 | 3 | 0 | 10 | -6 | -0.1 | 0
COc1ccc(NC(=O)c2ccc3c(c2)N(Cc2cccc(Cl)c2)C(=O)c2ccccc2S3=O)cc1Cl (configuration not stated) | 7 | -3 | 0.4 | 11 | -31 | · | -1 | 0.3 | 11
COC(=O)Cn1cnc2scc(-c3ccc(C)cc3)c2c1=O | 2 | 0 | -0.1 | 2 | -2 | 7 | 18 | 0.4 | -5
COc1ccc(N2C(=O)CC(c3cc(OC)c(OC)c(OC)c3)CC2=O)cc1 | 3 | -8 | -0.2 | -5 | -33 | 4 | -9 | -0.2 | 12
COc1ccc(NC(=O)c2ccc3c(c2)OCO3)cc1Cl | 1 | -1 | 0.0 | -9 | -7 | 39* | -1 | -0.1 | 6
Cc1ccccc1NC(=O)NCCCN1CCN(C2CCCCC2)CC1 | 4 | -7 | 0.5 | -5 | -7 | 6 | -8 | 0.9 | -4
O=C(c1cc(F)ccc1F)C1CCCN(C(=O)c2ccc(F)cc2Cl)C1 (configuration not stated) | 4 | -5 | -1.6 | 18 | -12 | 10 | -3 | 0.4 | 2

Source: PubChem (National Center for Advancing Translational Sciences (NCATS))
